# PNC inhibitor: blocks assembly of the perinucleolar compartment; PC3M PTB-GFP, PNC prevalence imaging, 16 h; hits give low values; activity change (PNC), negative = inhibition, % at 10 µM; 3.1% of 140,000 active;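 active means readout at or below -70, meaning at least 70% loss of cells showing the perinucleolar compartment, a nuclear body marking cancer cells; inconclusive means readout between -30 and a set limit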;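 further: plate controls were DMSO wells for no effect and camptothecin positive control wells for full effect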
#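 Compounds are pinned in duplicate onto adhered PC3M cells stably expressing GFP-tagged PTB and incubated 16 h at 37 C. Cells are then fixed, nuclei stained with Hoechst, and PNC-positive cells counted.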
# IMPase cell inh: IMPase inhibition in cells; CHO-M1 cells, IP1 accumulation, HTRF TR-FRET ratio; inhibition (IP1 accumulation), % at 46.1 µM; 120,000 tested, under 10 active; P97697; active means well fitted curve in the direction sought with a large enough effect in the signal ratio, not every such curve was filed as active; inconclusive means small, poorly fitted or top-dose-only effect, or a change in a side signal; inactive means no such curve, though single readings can be large or run the other way; the % refers to the signal ratio;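 further: cells stimulated with carbachol in lithium chloride buffer; plate controls were DMSO basal wells for no effect and reference inhibitor wells for full effect; higher means more IMPase inhibition seen as more IP1 and lower FRET ratio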
#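 In this qHTS, compounds (final up to 46 uM) act on CHO-M1 cells that are then activated through the M1 receptor with carbachol, in pH 7.4 buffer containing 50 mM LiCl, for 30 min. IP1 accumulation is quantified by the IP-One immunoassay.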
# 12-hLO inh: inhibitors of human 12-lipoxygenase (ALOX12). P18054. purified 12-hLO, xylenol orange hydroperoxide absorbance. Potency, µM (titrated, usually from 57.1 µM), for inactives: at the top dose activity change, negative = inhibition, hits mostly inhibitors. 0.12% of 150,000 active; further: potency means the concentration at half of the fitted maximal effect; nearly all actives have a fitted effect of over 55% in size; many of its hits are not listed in these tables
#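 Hydroperoxide formation by human 12-lipoxygenase from 40 uM arachidonic acid was followed colorimetrically via ferric-xylenol orange complex, using the 573/405 nm absorbance ratio. Enzyme concentration was 150 nM, with 30 min reaction at room temperature.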
# ALOX15B inhib: 15-hLO-2 (ALOX15B) enzyme inhibition. Potency, µM (top dose mostly 57.1 µM), for the others: top-dose activity change, negative = inhibition, usual class: inhibitors. purified 15hLO-2, xylenol orange hydroperoxide absorbance. AID 881. O15296. 0.56% of 110,000 active; further: potency means the concentration at half of the fitted maximal effect; nearly all actives have a fitted effect of over 60% in size; many of its hits are not listed in these tables
#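 Screening format was qHTS against 50 nM purified 15hLO-2 in Hepes pH 7.5 with detergent. Activity follows hydroperoxide formation from 45 uM arachidonic acid, measured as 573:405 nm absorbance ratio of the ferric-xylenol orange complex.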
# An asterisk follows results filed as active; ? = inconclusive; . = not tested or not shown; & = joins results of further samples; [ ] = another dose, or the depositor's remark. Unless noted, the call rests on the fitted dose curve; in most records, active means well fitted curve in the direction sought with a large enough effect; inconclusive means small, poorly fitted or top-dose-only effect, or another doubt; inactive means no such curve, though single readings can be large; an effect the other way counts as inactive or inconclusive. Unless noted, on the % scale 0 is the no-effect control and ±100 the full control effect.
molecule	IMPase cell inh	ALOX15B inhib	PNC inhibitor	12-hLO inh
O=C(NC12CC3CC(CC(C3)C1)C2)c1ccccc1O	8	-15%	13	?
Cc1ccccc1NC(=O)Cc1nc(-c2ccc3ccccc3c2)cs1	-6	.	?	-1%
O=C(Nc1cccnc1)c1ccc(COc2cc(Cl)ccc2Cl)o1	-16	48%[activator]	-14	-12%
CC(=O)Nc1nnc(SCC(=O)NC(C)(C)C)s1	0	4%	?	2%
O=C(c1cc2ccccn2n1)N1CCN(Cc2ccccc2)CC1	3	10%	34	-2%
CC(C)C1N=C2c3ccccc3N=C(SCC(=O)NCCc3ccc(S(N)(=O)=O)cc3)N2C1=O (stereo not given)	-7	11%[2.29 µM]	?	11%
Cc1cc(OCC(=O)Nc2ccc(S(=O)(=O)N3CCN(C)CC3)cc2)ccc1Cl	6	.	294	2%
COc1ccc(COC(=O)NC2CCN(S(=O)(=O)c3ccc(OC)cc3)CC2)cc1	-1	.	83	-4%
Cc1[nH]c2c(C)ccc(C)c2c1CC(=O)O	.	-6%[11.4 µM]	.	-11%[11.4 µM]
Cc1cccc(C)c1NC(=O)C(c1ccccc1)N1CCC1=O (stereo not given)	3	-3%	-9	0%
Cc1ccc(NC(=O)CSCc2ccc(F)cc2)cc1	.	.	-27	0%
O=C1N/C(=C\c2ccc(N3CCOCC3)c(F)c2)C(=O)N1Cc1ccccc1	-2	-8%	-28	4%
COC(=O)[C@@H]1C[C@H]2CC[C@H](O)C[C@H]2N1Cc1ccccc1OC(=O)c1cccs1	.	-5%	.	-1%
COc1nc(-c2ccccc2)ccc1-c1noc(-c2ccco2)n1	5	8%	-2	2%
O=C(CSc1nc2ccccc2nc1SCC(=O)N1CCCCC1)N1CCCCC1	?	-17%	-20	-10%
COc1ccc(C(=O)NC2CCN(S(=O)(=O)Cc3ccccc3)CC2)c(OC)c1	5	6%	5	-2%
COc1cccc2c(=O)c(SC(F)(F)C(F)C(F)(F)F)c(C)[nH]c12 (stereo not given)	15	-4%	?	-3%
Cc1ccc(NC(=O)CSc2nnc(-c3ccncc3)o2)cc1	-6	-3%	?	-7%
O=C1C2C3C=CC(C3)C2C(=O)N1/N=C/c1cn(Cc2ccccc2)c2ccccc12 (stereo not given)	7	2%	27	-5%
O=C(NCc1ccccc1)c1ccc(N2C(=O)C3CCCCC3C2=O)cc1 (stereo not given)	.	.	33	-1%
COc1ccc(-c2nnn(CC(=O)N3CCN(c4ccccc4OC)CC3)n2)cc1	15	.	?	7%
Cc1ccc(CNC(=O)CN2CCN(Cc3ccc(C)cc3)C2=O)cc1	0	6%	-21	-6%
O=C(CCSc1ccccc1)Nc1nccs1	3	5%	0	3%
Cc1ccc(S(=O)(=O)Nc2nc(C)cc(-n3nc(C)cc3C)n2)cc1	1	0%	-18	-3%
O=C(Cc1cccs1)N1CCC(c2nc3c(nnn3Cc3ccccc3)c(=O)[nH]2)CC1	8	-21%	-14	-12%

# Profiles, quoted from the list:
# Cc1cc(OCC(=O)Nc2ccc(S(=O)(=O)N3CCN(C)CC3)cc2)ccc1Cl across the screens: IMPase cell inh = 6; ALOX15B inhib = .; PNC inhibitor = 294; 12-hLO inh = 2%
# COc1nc(-c2ccccc2)ccc1-c1noc(-c2ccco2)n1 across the screens: IMPase cell inh = 5; ALOX15B inhib = 8%; PNC inhibitor = -2; 12-hLO inh = 2%

# Next part:
molecule	IMPase cell inh	ALOX15B inhib	PNC inhibitor	12-hLO inh
C=CCc1cccc(C=Nc2cc(Br)ccc2O)c1O	.	.	-5	?
CCOC(=O)N1CCN(C(=O)C2CCN(S(C)(=O)=O)CC2)CC1	-1	-1%	-15	2%
COc1ccc2[nH]c(=O)c(CN(CCc3ccccc3)Cc3nnnn3CC3CCCO3)cc2c1 (stereo not given)	6	-5%	?	-12%
COc1ccc(C(=O)c2sc(Nc3cccc(OC)c3)c(C(=O)Nc3cccc(C)c3C)c2N)cc1	5	-11%	31	-22%
O=C(Nc1nc2ccccc2n1CCN1CCCC1)c1ccc(Cl)cc1	-9	15%	-3	0%
COc1ccc(S(=O)(=O)N2CCCCCC2)cc1	4	0%	60	-2%
O=C(COC(=O)c1ccccc1OCc1ccccc1Cl)NC1CC1	2	7%	53	2%
COc1ccc(S(=O)(=O)NCCN2CCOCC2)c2ccccc12	-4	-21%	-2	-3%
CC(=O)N1CCc2cc(C(=O)CN3CCN(c4cccc(Cl)c4)CC3)ccc21	0	-3%	6	1%
CC1CCCCC1NC(=O)c1cn(C)c2ccc(S(=O)(=O)N3CCCC3)cc2c1=O (stereo not given)	5	-6%	-15	2%
Cc1ccccc1CS(=O)(=O)Cc1ccc(C(=O)N2CCOCC2)o1	11	-2%	0	-5%
CCCC(=O)Nc1ccc2c(c1)C(=O)N(CCC(=O)O)C2=O	-5	0%	32	3%
O=C1NC(=Nc2ccc(Cl)cc2)SC1Cc1cccc(Cl)c1Cl (stereo not given)	.	.	67	1%
Cc1ccc(/C=C2/SC(=S)N(CC(=O)Nc3ncc(Cc4ccc(C)cc4)s3)C2=O)cc1	2	?	8	8%
CCOC(=O)CSc1cc(CS(=O)(=O)c2ccccc2)nc(-c2ccccc2)n1	1	-14%	27	-6%
COc1ccc(NC(=O)CSc2nc3ccccc3c(=O)n2CCCN2CCCCC2)c(OC)c1	8	33%[activator]	21	5%
COc1ccc(C2CC(=O)C3=C(C2)Nc2ccccc2N(C(C)=O)C3c2ccco2)cc1 (stereo not given)	3	-10%	-15	-2%
O=C(COC(=O)c1cccc(Br)c1)NCCc1ccc(F)cc1	.	.	31	-2%
CC(C)COC(=O)Cn1cnc2ccc(Br)cc2c1=O	2	-2%	?	-4%
CCOC(=O)N1CCN(Cc2nc(-c3cccc(C)c3)no2)CC1	3	7%	?	-6%
OCCN(CCO)CC(O)COCCC12CC3CC(CC(C3)C1)C2 (stereo not given)	?	36%[activator]	41	7%
COC(=O)/C(C#N)=C1/SC=C(C)N1c1ccccc1	6	3%	?	7%
CCCCNC(=S)NNC(=O)c1cc(C)on1	-1	-10%	-25	-2%
CCOc1ccc(C(C)=O)cc1Cn1nc(C(=O)O)c2ccccc2c1=O	14	-15%	-6	1%
COc1ccc(/C=C/C(=O)Nc2ccc(C34CC5CC(CC(O)(C5)C3)C4)cc2)cc1OC	.	.	?	-2%

# (listing goes on)
molecule	IMPase cell inh	ALOX15B inhib	PNC inhibitor	12-hLO inh
CN(C(=O)COc1cc(=O)n(C)c2ccccc12)c1ccc(Br)cc1	1	-2%	-22	-8%
CC(C)C(=O)Nc1cccc(NC(=O)c2cccc([N+](=O)[O-])c2)c1	1	8%	81	4%
CC(C)CCOc1ccc(C(=O)CCNC(C)C(=O)O)cc1 (stereo not given)	8	-8%	29	-7%
Cc1c(Br)c([N+](=O)[O-])nn1C(C)C(=O)NCc1ccco1 (stereo not given)	6	.	10	1%
CCOc1ccc(CCN2C(=O)C3C4C=CC(C4)C3C2=O)cc1OCC (stereo not given)	16	1%	?	3%
Cc1ccc(S(=O)(=O)N2CCCC2C(=O)O)s1 (stereo not given)	6	6%	24	-3%
COc1cccc(NC(=O)c2cc(-c3cccnc3)nc3c(Cl)cccc23)c1	8	3%	81	2%
CC(NC(=O)c1ccccc1)(C(=O)O)C(=O)O	.	-1%[11.4 µM]	.	10%[11.4 µM]
Cc1ccc(-c2[nH]nc3c2C(c2ccc(OC(=O)N4CCOCC4)cc2)C(C#N)=C(N)O3)cc1 (stereo not given)	5	2%[2.29 µM]	?	-8%
O=C(CN1C(=O)c2cccnc2C1=O)c1ccccc1	-1	.	-20	3%
CC(C(=O)O)c1cccc(C(=O)c2ccccc2)c1 (stereo not given)	7	-4%&3%	?	2%&-1%
CCC(C)NC(=O)c1c(-c2cc(Cl)c(OC)c(Cl)c2)noc1C (stereo not given)	.	.	27	-1%
O=C(Nc1ccc2c(c1)CCC2)C1COc2ccccc2O1 (stereo not given)	-10	-14%	?	-9%
COc1ccc(NC(C)C(=O)N/N=C/c2ccccc2OCc2ccc(Br)cc2)cc1 (stereo not given)	1	14%	10	1%
O=S(=O)(c1ccc2ccccc2c1)N(CC(O)CN1CCOCC1)c1ccccc1 (stereo not given)	?	8%	27	-4%
O=C(NCCN1CCOCC1)c1ccc2ccccc2c1	-6	3%	11	1%
Oc1ccc2ccccc2c1N=Nc1ccccn1	18	-3%	15	?
N#Cc1c(N)nc(-c2ccccc2)nc1-c1ccccc1	18	-10%	-7	-2%
Cc1csc(SCC(=O)O)n1	-4	4%	-2	-3%
COc1ccc(OC)c(-c2cc(C(=O)N3CCN(c4ccccc4)CC3)no2)c1	5	15%	41	-2%
CCN(CCO)Cc1csc2c(Br)cccc12	5	23%	?	6%
CCn1c(=O)cc(SCC(=O)NCc2ccccn2)c2ccccc21	-9	3%	-7	-2%
CCCOc1ccc(N2C(=O)CC(N(C(=O)c3ccco3)c3ccc(OCCC)cc3)C2=O)cc1 (stereo not given)	-1	2%	33	-8%
O=C1Cc2c([nH]c3ccc(Br)cc23)-c2ccccc2N1	-3	6%	.	8%
Cc1nn(-c2ccccc2)c(C)c1/C=N/n1c(-c2ccc(Cl)cc2)n[nH]c1=S	-1	.	12	-1%

# (continued)
molecule	IMPase cell inh	ALOX15B inhib	PNC inhibitor	12-hLO inh
O=c1n(-c2ccccc2)c(=O)n(Cc2ccccn2)n1Cc1ccccn1	2	2%	-5	-2%
c1ccc2c(c1)ncn2CCn1cnc2ccccc21	3	17%	-22	1%
CC1C(=O)OC2CC34C5CC(C(C)(C)C)C36C(OC(=O)C6O)OC4(C(=O)O5)C21O (stereo not given)	-3	-5%	.	-5%
N#CC1=C(N)Oc2cc(N)ccc2C1c1ccsc1 (stereo not given)	.	.	-23	-3%
CC(C)OC(=O)c1nnc(Cc2ccc(F)cc2)o1	1	0%	-8	1%
CCNc1nc2[nH]c(=O)c3c(c2s1)OC(N)=C(C#N)C3c1ccc(C)cc1 (stereo not given)	-7	.	50	1%
COc1cccc(Nc2ncc3nc(CCc4ccccc4)c(=O)n(C[C@H]4CCCO4)c3n2)c1	.	7%	.	-6%
COC(=O)CSc1nc(NC#N)nc(NC(C)C)n1	7	-14%	67	5%
CCN(CC#CCC(O)(c1ccccc1)C1CCCC1)C(C)C (stereo not given)	19	25%	-23	3%
NC(=O)NC(Cc1ccccc1)C(=O)Nc1ccc(S(N)(=O)=O)cc1 (stereo not given)	?	-2%	19	3%
CC(=O)Nc1nonc1-c1nc2ccccc2n1CCC#N	-14	10%	-17	-3%
Cc1cc(C)cc(N(CC(=O)NCc2cccnc2)S(C)(=O)=O)c1	-5[9.22 µM]	-3%	14	-3%
O=C(N/N=C/c1coc2ccccc2c1=O)c1cc2ccccc2o1	.	.	11	-5%
O=S(=O)(c1ccc2ccccc2c1)N1CCC(c2nc(-c3ccncc3)no2)CC1	-17	.	-100*	-9%
CC(C)CNC(=S)N1CCC(NC(=O)C23CC4CC(CC(C4)C2)C3)CC1	3[0.0738 µM]	.	?	3%
Cc1ncn(-c2ccccc2O)c1C	.	-6%[11.4 µM]	.	-3%[11.4 µM]
COc1ccc(/C=C(\NC(=O)c2ccc(OC)cc2)C(=O)NC(CCSC)C(=O)O)cc1 (stereo not given)	8	-2%	-3	-1%
O=c1c2cccc3c2c(nn1-c1ccccc1)-c1ccccc1-3	?	-20%	?	3%
CN1CCN(Cc2ccc(-c3ccc(Cl)cc3)o2)CC1	8	37%[activator]	-18	-2%
N#CCCNc1c(Cl)cc(Cl)cc1C(=O)O	.	.	26	-2%

# Only part of the results is shown (hit frequency here may not be typical).
